aDG glyco act: increases alpha dystroglycan glycosylation. Pro5-aDG cells, alpha-DG glycosylation AlphaScreen (IIH6); 0% Pro5, 100% B10-LARGE cell signal. AID 624168. activation, % at 10 µM. hit rate 0.22% among 360,000;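 active = activation of at least 8% versus controls, or a plate z-score of at least 8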;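 also: Pro5 are CHO cells carrying HIG-tagged alpha-DG that lacks glycosylation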
N-glyco inh: blocks N-linked glycosylation in D54 reporter cells | D54 ERlucT glycosylation luciferase reporter, 24 h; percent of 100 nM tunicamycin response | reporter increase, % at 12.5 µM | hit rate 0.23% among 360,000;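 active = mean luciferase reporter signal, scaled so untreated is 0 and the glycosylation-blocking control 100, at or above a set limit in every replicate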;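 also: luciferase carries N-glycosylation sites so blocking glycosylation raises the light; 0% = median of neutral control wells and 100% = median of 100 nM tunicamycin wells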
MC4R antagonist: human MC4R antagonism in cAMP assay. MC4R-expressing cells, MTII-stimulated cAMP, LANCE TR-FRET. inhibition, % at 6.5 µM. hit rate 0.48% among 360,000. AID 540295;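 active = inhibition above its plate's cutoff, the mean of tested wells on that plate plus 3 SD, cut at about 29% in these data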;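 also: 0% = Melanotan II alone and 100% = Melanotan II plus saturating MCL0020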
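Assay system: U2OS-MC4R stable cell line; Also added: Melanotan II; Technique: Eu-cAMP/anti-cAMP TR-FRET, emission 671 nm; Times: 30-min compound, 1-h challenge, 1-h detection, room temperature.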
m5-HT2A agonist: mouse HTR2A agonism via beta-arrestin recruitment; P35363; CHO-K1 mHTR2A beta-arrestin complementation, luminescence; percent of 30 µM serotonin response; activation, % at 7.6 µM; hit rate 0.66% among 360,000; AID 624169;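 active = activation above a run cutoff, the mean activation of all tested compounds plus 3 SD, cut at about 14% in these data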;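 also: 0% = plate median of compound wells and 100% = 30 µM serotonin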
CaV13 ICDI inh: Primary screen for inhibitors of IQ motif and Ca2+-dependent inactivation inhibitor domain binding in CACNA1D, Förster resonance energy transfer in living cells, … | inhibition, % at 12.3 µM | hit rate 0.098% among 340,000 | HEK cells, CFP/YFP FRET ICDI-IQ, plate reader, 10 min; percent FRET-ratio fall versus neutral wells;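 active = mean replicate inhibition of at least 30% and at least 1% of replicates passing that level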;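 also: 0% = median of the neutral control wells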
Cardio protect: protects H9c2 cardiomyocytes from peroxide injury; H2O2 injury protection, ATPLite, 2 h; protection from H2O2 cell death, % at 20 µM; hit rate 0.63% among 360,000;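 active = compounds giving at least 50% protection of heart cells from peroxide-induced death in the single-dose screen, raw or plate-pattern-corrected value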;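 also: 0% = DMSO wells with peroxide and 100% = DMSO wells without peroxide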
MC4R barr agon: human MC4R agonism via beta-arrestin; AID 540308; U2OS MC4R beta-arrestin complementation, luminescence; percent of melanotan II response, DMSO zero; activation, % at 8.9 µM; hit rate 0.98% among 360,000; P32245;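 active = activation above a per-plate cutoff, the mean activation of sample wells on that plate plus 3 SD, cut at about 8% in these data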
ABCB6 inh 2: human ABCB6 transporter inhibition; Q9NP58; K562-ABCB6 porphyrin accumulation, flow cytometry, 1 h; active compounds read low; fluorescence ratio to DMSO, % at 10 µM; hit rate 0.19% among 360,000;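 active = fluorescence ratio to DMSO below 75%, the collection mean minus 3 SD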;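 also: signal is porphyrin accumulated inside mitochondria; 100% equals median channel fluorescence of DMSO control wells; lower ratio means ABCB6 inhibition with less porphyrin fluorescence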
Target sequence (Q9NP58 whole entry, looked up): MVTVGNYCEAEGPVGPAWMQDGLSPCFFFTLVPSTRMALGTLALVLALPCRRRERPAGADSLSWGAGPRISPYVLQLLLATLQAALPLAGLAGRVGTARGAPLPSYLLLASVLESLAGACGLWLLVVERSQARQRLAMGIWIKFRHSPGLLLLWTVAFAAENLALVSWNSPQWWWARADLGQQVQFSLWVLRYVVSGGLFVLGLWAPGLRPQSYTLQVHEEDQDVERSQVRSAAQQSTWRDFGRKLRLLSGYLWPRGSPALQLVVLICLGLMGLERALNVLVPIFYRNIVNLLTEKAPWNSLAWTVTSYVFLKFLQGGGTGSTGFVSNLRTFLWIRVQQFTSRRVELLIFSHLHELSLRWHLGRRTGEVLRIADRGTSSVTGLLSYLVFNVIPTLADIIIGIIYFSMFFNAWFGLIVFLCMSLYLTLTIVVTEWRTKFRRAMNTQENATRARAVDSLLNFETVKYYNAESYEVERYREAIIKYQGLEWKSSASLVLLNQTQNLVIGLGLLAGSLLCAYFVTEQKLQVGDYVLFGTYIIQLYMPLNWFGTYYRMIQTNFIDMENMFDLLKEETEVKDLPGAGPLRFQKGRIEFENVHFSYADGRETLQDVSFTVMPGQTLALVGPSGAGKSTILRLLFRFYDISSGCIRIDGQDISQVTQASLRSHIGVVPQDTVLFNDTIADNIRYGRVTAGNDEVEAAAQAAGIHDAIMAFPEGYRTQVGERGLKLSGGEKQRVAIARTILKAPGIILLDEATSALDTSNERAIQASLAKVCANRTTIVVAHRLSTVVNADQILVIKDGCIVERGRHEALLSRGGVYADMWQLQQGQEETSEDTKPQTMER
Vif inh: HIV Vif inhibition. hit rate 0.35% among 340,000. AID 602346. inhibition, % at 7.49 µM. HEK293T cells, Vif self-association by quenched fluorescence, imaging, 24 h; in the data active = inhibition above about 50%, passing the limit was not always enough; also: some results filed as inactive read as strong as hits
PDI turbidity: inhibitors of human protein disulfide isomerase; P07237; PDI insulin aggregation turbidity, A650, 90 min; inhibition, % at 10 µM; hit rate 0.052% among 350,000; AID 588391;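 active = mean inhibition across replicates of 30% or more, whatever share of single replicates reach that level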;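 also: absorbance from insulin aggregation driven by PDI reduction with DTT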
An asterisk follows results filed as active; · = not tested or not shown.

Compound,MC4R antagonist,N-glyco inh,MC4R barr agon,m5-HT2A agonist,aDG glyco act,ABCB6 inh 2,Cardio protect,CaV13 ICDI inh,Vif inh,PDI turbidity
O=[N+]([O-])c1ccc(N2CCOCC2)cc1NC(c1ccccc1)c1ccccc1,5,2,0.6,8,-0.4,98,6,-3,2,12
CC(=O)c1ccc(OCCCC(=O)NC2CCCCC2C)cc1 (centres undefined),13,-2,-1.1,2,0.0,106,2,-7,-10,-19
COc1ccc(CC2NCCC3(O)CCCCC23)cc1 (centres undefined),3,-2,0.2,0,-0.1,100,2,-3,19,-6
Cc1[nH]c(=S)c(C#N)c(C)c1CCC#N,12,2,-1.5,2,-0.1,104,7,-10,30,0
CSc1cccc(NC(=O)C2CCN(S(=O)(=O)c3ccc4c(c3)NC(=O)CO4)CC2)c1,4,0,-2.3,-9,-0.2,101,9,-4,0,0
CCOc1ccc(N(CC(=O)Nc2cccc(Br)c2)S(C)(=O)=O)cc1,18,1,2.2,-4,-0.1,97,-11,-20,-1,6
O=C(COC(=O)CSc1ccc([N+](=O)[O-])cc1)NCc1cccs1,4,3,-4.3,2,0.0,98,1,-6,·,0
COc1ccc(C(=O)NCCCNC(=O)c2cccnc2)cc1OC,7,2,1.2,9,-0.1,98,3,-3,10,-4
COc1cc(C=CC(=O)OCC=Cc2ccc3c(c2)OCO3)cc(OC)c1OC,9,-1,3.8,4,0.2,97,0,-6,6,-1
COc1ccc(CCN=C2SCC(=O)N2Cc2ccccc2)cc1OC,3,-1,-1.9,6,0.5,92,3,5,5,6
CN1/C(=C\C(=O)c2ccccc2Cl)c2ccccc2CC1(C)C,-2,2,1.0,0,-0.1,96,4,-4,0,7
Cc1ccc(SCCNC(=O)C(C)C)cc1,-1,0,-0.5,16*,-0.1,99,1,·,-4,3
N/C(CS(=O)(=O)c1ccccc1)=N\OC(=O)c1ccc(F)cc1,-3,·,-3.6,-1,-0.2,96,3,·,·,-2
O=C(/C=C/[C@H]1O[C@@H](n2ccc(=O)[nH]c2=O)[C@H](O)[C@@H]1O)NCc1cccs1,·,3,·,2,0.1,95,-3,-3,-3,·
CCC(C)NC(=O)c1ccc(N2CC3CC(C2)c2cccc(=O)n2C3)c(NC(=O)c2c(F)cccc2F)c1 (centres undefined),12,-1,-1.3,-2,0.2,104,-1,-14,4,9
O=C(CSc1ncccc1C(=O)O)c1ccccc1,-3,3,-0.5,0,-0.2,98,5,·,-14,-5
CCCCNC(=O)Cn1nc(Cc2ccncc2)c2ccccc2c1=O,8,0,-2.8,-7,0.0,99,3,-4,1,-1
Cc1cccc(NC2=C(Cl)C(=O)OC2OC(C)C)c1 (centres undefined),-3,-2,-0.9,-3,-0.1,93,6,-7,9,-1
COc1ccc2nc(NC(=O)CCN3C(=O)c4ccccc4C3=O)sc2c1,-4,1,-0.6,-1,-0.1,90,0,-4,4,-7
COc1ccc2c3c(cccc13)N(C)N=C2C,-13,3,-1.4,-4,0.3,95,-10,-6,8,5
C[C@H](CO)N1C[C@H](C)[C@@H](CN(C)S(=O)(=O)c2cccs2)Oc2ccc(NC(=O)Nc3ccc4c(c3)OCO4)cc2C1=O,1,1,-1.9,-2,-0.1,97,11,-11,9,2
Cc1cc(NC(=O)CSc2ncc(CO)n2Cc2ccc(F)cc2)no1,1,2,-2.6,-2,0.1,96,3,-16,0,-4
Cc1ccnc(NC(=O)c2cc3ccccc3oc2=O)c1,0,-10,-0.3,6,-0.1,101,-9,-5,0,0
Nc1nc(SCC(=O)Nc2cccc(Oc3ccccc3)c2)n[nH]1,-2,-1,-2.1,3,-0.3,101,-5,7,-1,1
CCN1C(=O)CC(c2ccccc2)CC1=O,-2,1,0.1,1,-0.1,98,0,-11,-13,-4
CCOc1ccc(NC(=O)C(CC)n2nc(C)c3c(C)n(-c4ccccc4)nc3c2=O)cc1 (centres undefined),6,-1,-3.5,5,0.1,97,-1,-7,-1,9
Cc1nc(-c2cccc(Cl)c2)n[nH]1,9,3,-0.2,-4,0.0,91,0,-17,-11,-4
CCOc1c(Br)cc(C(=O)Nc2cccc(S(=O)(=O)N3CCOCC3)c2)cc1OC,6,-2,0.1,1,0.0,99,-6,-10,-17,2
COc1ccccc1NC(=O)CN1C(=O)COc2ccc(S(=O)(=O)N3CCOCC3)cc21,7,1,-2.4,-4,0.0,104,7,-3,-6,3
CCOC(=O)N1CCN(Cc2cn[nH]c2-c2cc3ccccc3o2)CC1,15,-1,2.1,-3,0.7,96,-2,1,19,2
Cc1nc(NCC2CCCO2)[nH]c(=O)c1CCC(C)C (centres undefined),-2,0,1.3,-3,-0.1,101,7,-6,-44,-1
O=C(Nc1ccccc1C(=O)N1CCCC1)C1CCN(c2ncccn2)CC1,7,-1,-1.5,-1,-0.1,97,1,-8,11,1
CN1C[C@@H](CO)O[C@@H](n2cnc3c(N4CCN(CCO)CC4)ncnc32)C1,-5,0,-0.1,-3,0.0,95,8,-5,9,-1
COc1ccccc1N1CCN(C(=O)c2cc3c(=O)n4cccc(C)c4nc3s2)CC1,2,0,-0.1,2,-0.1,89,31,-3,23,14
CC(C)O/C(=N/S(=O)(=O)c1ccc(Cl)cc1)c1ccccc1,7,-1,-0.9,-1,-0.1,112,4,-6,-1,-6
CCCn1c(=S)[nH]c2cc(C(=O)N3CCN(c4ccccc4)CC3)ccc2c1=O,0,-1,-1.8,-5,0.0,101,-1,-6,1,-10
Cc1noc(C)c1COc1ccccc1C(=O)N1CCN(S(=O)(=O)c2ccccc2C#N)CC1,1,0,-1.6,2,0.0,100,-7,-6,3,-1
COCCNC(=O)c1cc(-c2ccc(Cl)c(Cl)c2)on1,12,0,0.8,2,-0.1,95,-10,-3,3,·
O=C(CNC1CCCCCC1)Nc1ccccc1N1CCOCC1,-5,-1,-3.2,6,0.8,97,-4,3,-2,5
O=C1ON=C(c2ccccc2)/C1=C/c1cccnc1,6,2,-2.9,0,0.4,99,17,-1,5,-6
Cc1cc([N+](=O)[O-])cc2c1NC(=O)C2(O)N1CCOCC1 (centres undefined),0,-1,-2.4,-3,-0.2,103,-3,-1,2,5
O=C(COC(=O)/C=C/c1ccc([N+](=O)[O-])cc1)NC(c1ccccc1)c1ccccc1,5,1,12*,0,-0.1,97,3,-3,0,0
COc1cc(/C=N/NC(N)=O)ccc1OC(=O)c1ccco1,6,-2,-3.5,-2,0.0,102,1,3,2,-6
CC(C)CN(C(=O)COC(=O)CSc1ccccc1F)c1c(N)n(Cc2ccccc2)c(=O)[nH]c1=O,7,0,-2.2,3,0.3,102,2,-5,10,1
Cc1ccc(-c2nnn(CC(=O)NC3CC4CCC3C4)n2)cc1 (centres undefined),4,2,-1.6,-2,0.3,100,-14,-5,8,-5
Cc1ccc(SC2CC(=O)N(c3ccc4c(c3)OCCO4)C2=O)cc1 (centres undefined),12,1,0.3,3,0.3,101,1,-10,7,1
COc1ccc(Nc2c([N+](=O)[O-])ccc3c2=NC2(CCCCC2)N=3)cc1,-13,-5,-5.0,2,1.1,118,-21,7,4,8
Cc1cccc(C)c1NC(=O)CS(=O)CC(=O)Nc1ccc(F)cc1F (centres undefined),0,-1,-0.3,1,-0.1,96,2,-3,-2,-3
Nc1ccc(C(=O)N2CCN(S(=O)(=O)c3ccc(Br)cc3)CC2)cc1[N+](=O)[O-],6,-1,-1.2,-8,0.4,98,7,-2,-1,-5
COc1cccc(NC(=O)C2C3C=CC4(O3)C2C(=O)N(CCCN2CCCCC2)C4C(=O)NC2CCCCC2)c1 (centres undefined),0,1,1.1,8,0.8,94,0,-3,7,-2

Carrying on.
Compound,MC4R antagonist,N-glyco inh,MC4R barr agon,m5-HT2A agonist,aDG glyco act,ABCB6 inh 2,Cardio protect,CaV13 ICDI inh,Vif inh,PDI turbidity
CSCCC(NC(=O)c1cccc(S(=O)(=O)N2CCOCC2)c1)C(=O)Nc1ccc(F)cc1 (centres undefined),16,-1,-2.5,-1,0.5,99,1,-9,-3,-2
Cc1noc(C)c1S(=O)(=O)Nc1ccc2c(c1)C(=O)N([C@H](C)CO)C[C@H](C)[C@@H](CN(C)C(=O)Nc1ccc3c(c1)OCO3)O2,6,2,0.0,8,0.0,98,7,-6,-7,1
FC(F)Oc1ccc(NC(=S)NC2CCSc3ccccc32)cc1 (centres undefined),-1,-8,0.0,2,0.0,99,-19,-6,-4,0
O=C(O)CN1C(=O)NC2(CCOc3ccccc32)C1=O (centres undefined),-2,-1,-1.9,-3,0.0,101,0,-6,3,4
NS(=O)(=O)c1ccc(CCNS(=O)(=O)c2cccc3nsnc23)cc1,5,0,0.6,1,-0.1,107,-3,-7,47,2
O=C(CCc1ccc(S(=O)(=O)NC2CCCCC2)cc1)NCc1ccc(Cl)cc1,3,-3,-1.9,-3,0.2,91,-21,-4,·,5
Cc1ccsc1/C=N/NC(=O)CNC(=O)c1ccco1,2,2,-0.7,-1,0.3,100,-2,5,3,11
Cc1c(C)[n+](=O)c(-c2ccco2)c(C)n1[O-],0,-1,-1.3,11,-0.3,97,-2,-4,5,-10
COCc1cc(=O)[nH]c(-c2ccc(C(F)(F)F)cc2)n1,-1,1,-0.4,4,-0.2,100,5,0,22,-5
CCOC(=O)c1c(C)nc(C)c(C(=O)OCC)c1-c1ccco1,12,0,-0.2,-1,0.0,96,2,3,-7,-7

The final two entries of the part above are carried over, then new ones follow:
Compound,MC4R antagonist,N-glyco inh,MC4R barr agon,m5-HT2A agonist,aDG glyco act,ABCB6 inh 2,Cardio protect,CaV13 ICDI inh,Vif inh,PDI turbidity
COCc1cc(=O)[nH]c(-c2ccc(C(F)(F)F)cc2)n1,-1,1,-0.4,4,-0.2,100,5,0,22,-5
CCOC(=O)c1c(C)nc(C)c(C(=O)OCC)c1-c1ccco1,12,0,-0.2,-1,0.0,96,2,3,-7,-7
CCOC(=O)C1=CNS(=O)(=O)NC1c1ccc(OC(C)=O)cc1 (centres undefined),3,3,-2.1,5,0.2,96,6,-5,-8,-6
Cc1ccc(NC(=O)NCCCl)cc1S(=O)(=O)N1CCOCC1,9,-1,-1.5,-2,0.0,92,0,-2,-3,3
COc1ccc(N2C(=O)c3ccc(C(=O)OC(C)C)cc3C2=O)cc1,4,3,0.6,-3,-0.1,89,-6,-4,-2,-5
COC(=O)C1=C(C)N(Cc2ccccc2)C(=NCCc2cccnc2)N[C@H]1c1ccccc1,4,3,-1.9,-6,0.7,93,-2,·,1,2
Cc1cc(C(=O)CSc2nc3ccc(Cl)cc3[nH]2)c(C)n1Cc1ccco1,4,-3,0.1,0,1.2,92,-14,-7,-1,-5
COc1ccc(CN(CC(=O)NCc2ccc(F)cc2)C(=O)CCC(=O)Nc2ccccn2)cc1,-1,2,0.6,-2,0.0,76,-3,-2,-2,-4
CCOC(=O)C1=NNC(C(=O)c2ccccc2)C1c1ccc(OC)cc1 (centres undefined),0,-1,0.9,2,-0.1,101,1,-1,-7,8
